ADAM10 inh – inhibits human ADAM10. 0.62% of 370,000 active. O14672. recombinant ADAM10, EDANS/DABCYL FRET peptide cleavage, 3 h. AID 720582. inhibition, % at 7 µM;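 active = inhibition above a per-campaign cutoff equal to the mean of compounds falling between control-based bounds plus 3 SD, cut at about 20% in these data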;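 also: 0% = DMSO wells while the 100% control is not disclosed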
GAA850 FXN act – frataxin GAA850 promoter activation. 0.56% of 360,000 active. HEK293 lucGAA850 FXN promoter luciferase reporter, 24 h; percent of 10 µM SAHA response. activation, % at 6 µM;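 active = activation above the average of all compounds screened plus 3 SD, cutoff fixed separately per campaign, cut at about 7.5% in these data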;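 also: 0% = DMSO wells and 100% = 10 µM SAHA wells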
ssDAF12 agonist – S. stercoralis DAF-12 activation, primary screen; activation, % at 6.8 µM; HEK293 ssDAF-12/GRIP1 lit1-tk-luc reporter, luminescence; % of 3 µM dafachronic acid response; 1% of 370,000 active; AID 652126;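 active = activation above the mean over all tested compounds plus 3 SD, cut at about 0.9% in these data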;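 also: 0% = DMSO-only wells and 100% = 3 µM delta7-dafachronic acid wells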
hcDAF12 agonist – activators of H. contortus DAF-12 nuclear receptor. 1.4% of 370,000 active. AID 652067. HEK293 hcDAF-12 lit1-tk-luc reporter, luminescence; 0% DMSO, 100% Δ7-dafachronic acid. activation, % at 6.8 µM;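 active = activation above the mean of all tested compounds plus 3 SD, cut at about 5.5% in these data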;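 also: 100% = response to 3 µM Δ7-dafachronic acid high control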
hgDAF12 agonist – agonists of H. glycines DAF-12 nuclear receptor; activation, % at 6.8 µM; 1.8% of 370,000 active; HEK293 GAL4-hgDAF12 UAS-luciferase reporter, agonist luminescence; normalized to butyrate control;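 active = activation above a cutoff set at the mean of all screened compounds plus 3 SD, cut at about 10% in these data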;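 also: 0% = DMSO wells and 100% = sodium butyrate wells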
DAX1 inh-1 – inhibitors of human orphan nuclear receptor DAX1 (NR0B1); AID 504766; P51843; inhibition, % at 6.75 µM; 0.99% of 340,000 active; HEK293 Gal4-DAX1 luciferase reporter, luminescence;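 active = inhibition above the mean over all tested compounds plus 3 SD, cut at about 4.2% in these data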;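 also: 0% = DAX1-transfected cells with DMSO and 100% = empty-vector control cells with DMSO; inhibition shows as a rise in luminescence from relieved DAX1 repression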
PG9 Ab binder – PG9 antibody binding by small molecule. 0.43% of 360,000 active. TR-FRET gp120-PG9 antibody binding. inhibition, % at 6.7 µM; in the data active = inhibition above about 8.5%
SMARCA2 activ – SMARCA2 function activation, primary screen | MG213 cells, MMTV-luciferase reporter, dexamethasone, overnight | activation, % at 9.1 µM | 1% of 370,000 active; in the data active = activation above about 7.8%;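 also: 0% = vehicle wells and 100% = reference activator wells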
NPR1 activator – GC-A (human) enzyme activation | HEK293 GC-A cells, cGMP TR-FRET, EC30 ANP; 0% at EC30 ANP, 100% saturating ANP | 0.14% of 370,000 active | activation, % at 10 µM; in the data active = activation above about 40%
Target sequence (P16066 whole entry, looked up): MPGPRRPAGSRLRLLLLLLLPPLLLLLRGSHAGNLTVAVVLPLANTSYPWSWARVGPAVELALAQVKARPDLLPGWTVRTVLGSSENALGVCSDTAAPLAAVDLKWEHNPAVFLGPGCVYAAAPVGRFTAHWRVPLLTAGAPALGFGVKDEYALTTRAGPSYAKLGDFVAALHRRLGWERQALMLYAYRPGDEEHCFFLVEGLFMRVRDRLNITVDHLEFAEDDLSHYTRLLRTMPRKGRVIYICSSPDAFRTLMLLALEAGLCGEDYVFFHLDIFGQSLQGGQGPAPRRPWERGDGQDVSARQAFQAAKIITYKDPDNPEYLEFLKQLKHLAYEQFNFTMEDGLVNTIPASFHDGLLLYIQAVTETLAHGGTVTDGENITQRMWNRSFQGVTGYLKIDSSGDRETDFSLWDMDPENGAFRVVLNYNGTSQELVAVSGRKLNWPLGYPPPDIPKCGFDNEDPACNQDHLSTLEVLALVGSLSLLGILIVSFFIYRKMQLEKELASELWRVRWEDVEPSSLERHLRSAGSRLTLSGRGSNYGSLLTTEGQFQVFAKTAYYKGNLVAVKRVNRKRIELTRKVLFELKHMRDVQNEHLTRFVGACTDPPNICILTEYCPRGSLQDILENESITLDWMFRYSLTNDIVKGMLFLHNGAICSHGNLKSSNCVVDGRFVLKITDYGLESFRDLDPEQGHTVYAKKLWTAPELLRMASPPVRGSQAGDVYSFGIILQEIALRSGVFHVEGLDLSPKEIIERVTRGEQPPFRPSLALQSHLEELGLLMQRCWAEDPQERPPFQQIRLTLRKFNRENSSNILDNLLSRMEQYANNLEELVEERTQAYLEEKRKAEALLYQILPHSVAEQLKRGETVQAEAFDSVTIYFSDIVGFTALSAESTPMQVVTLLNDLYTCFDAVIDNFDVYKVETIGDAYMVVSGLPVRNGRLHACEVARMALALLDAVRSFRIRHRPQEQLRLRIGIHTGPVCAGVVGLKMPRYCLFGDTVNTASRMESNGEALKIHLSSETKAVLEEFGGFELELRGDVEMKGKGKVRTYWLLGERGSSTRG
ADAM17 inh – ADAM17 inhibition, QFRET primary screen | 0.83% of 370,000 active | inhibition, % at 6.95 µM | recombinant ADAM17, EDANS/DABCYL FRET peptide cleavage | AID 720648;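 active = inhibition above the mean of compounds lying between control limits plus 3 SD, set per campaign, cut at about 8.5% in these data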;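 also: 0% = DMSO-only wells as the low control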
DAX1 inh-2 – blocks DAX1 repression of SF-1 activated StAR promoter; HEK293T StAR-luciferase reporter, SF-1/DAX-1 repression relief; inhibition, % at 6.8 µM; 1.1% of 370,000 active; AID 652010;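 active = inhibition above the mean over all tested compounds plus 3 SD, cut at about 3.6% in these data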;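 also: 0% = DAX-1 cells with DMSO and 100% = cells lacking DAX-1 with DMSO; higher inhibition means more luminescence from relief of DAX-1 repression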
Numbers without * were called inactive; i = inactive; . = not tested or not shown.

Values run as follows: ADAM17 inh, GAA850 FXN act, ADAM10 inh, ssDAF12 agonist, DAX1 inh-2, PG9 Ab binder, NPR1 activator, SMARCA2 activ, hcDAF12 agonist, DAX1 inh-1, hgDAF12 agonist
COc1ccc(S(=O)(=O)N2CCCCCC2)cc1C(=O)N(C)CC(=O)Nc1c(Cl)cccc1Cl
 : 1, -0.3, -14, -1.1, -1.3, 1.9, -2, -3, -1.1, -1.1, -1.7
Cc1cccc(C)c1NC1=NC(C)(C)N=C(N)N1
 : -2, -1.0, 0, -1.0, 1.1, -2.7, 5, 0, 0.3, 0.1, -0.3
CN(Cc1ccc(F)cc1)C(=O)CN1C(=O)C2(OCCCO2)c2ccccc21
 : -2, ., -4, -1.4, -0.9, ., -1, -3, -0.5, ., 0.0
CC(C)Cn1c(N)c(C(=O)COC(=O)c2ccncc2)c(=O)n(C)c1=O
 : -1, -0.2, -1, -1.5, -0.7, -0.7, 4, 1, -0.5, -1.1, 0.7
Nc1ccc(C(=O)N/N=C\C=C\c2ccc([N+](=O)[O-])cc2)cc1
 : 6, 2.1, 3, -1.2, -1.1, -4.2, 1, 0, -1.4, 1.6, 0.7
OCCN(Cc1ccccc1)C(=S)NC1CCCCC1
 : 3, 0.6, 0, 0.3, 0.1, 0.8, -4, -1, 0.7, -0.8, 1.4
CC(C)Cc1nc(N2CCN(C(=O)c3ccco3)CC2)c(C#N)c2c1CCCC2
 : -43, 0.0, -114, -1.4, -0.3, -1.3, -2, 0, -4.4, 0.4, -2.1
Cc1csc(CN(C)C(=O)c2cn(Cc3cccc4ccccc34)nn2)n1
 : -3, 1.1, -7, -1.0, -3.2, -4.0, 1, 4, -0.7, -0.2, 0.8
CCOC(=O)/C=C1/SCC(=O)N1CC(=O)c1ccc[nH]1
 : 0, 2.1, -6, -1.0, -0.8, -3.8, 0, 5, 1.6, 0.6, -1.0
O=C(N/N=C/c1cc(Br)c(Br)o1)c1cc2ccccc2o1
 : -2, 1.2, -20, -0.8, -0.3, 1.4, 4, -3, -0.5, 0.0, -0.1
Cc1cc(C)n(CC(=O)NCc2cc(-c3nn(C)c(=O)c4ccccc34)ccc2C)n1
 : -7, 0.1, -9, -1.6, -0.8, -1.6, 6, 0, -0.3, -0.2, -1.4
Cc1cc(Cl)ccc1C(O)c1ncc(-c2ccc(Cl)cc2)[nH]1 (configuration not stated)
 : 1, 0.5, 1, -1.0, -0.1, 0.2, -1, -4, -0.6, ., -1.3
O=C(O)CN1C(=O)NC2(CCCc3ccccc32)C1=O (configuration not stated)
 : -5, -1.1, 0, -0.6, -0.2, -0.6, -1, -3, -2.1, -1.7, -2.4
CN1C(=O)CSc2ccc(NC(=O)NCc3ccco3)cc21
 : 0, -1.6, -1, -1.3, 0.1, -0.7, 5, 0, -0.6, -0.6, 2.0
Cc1c(-n2cc(C(=O)c3ccccc3O)cc(C#N)c2=O)c(=O)n(-c2ccccc2)n1C
 : 0, -2.2, 1, -1.4, 1.1, -1.9, -1, 0, -0.9, -0.3, -1.1
Cc1ccc(NC(=O)c2ccc(NCc3ccc(F)cc3)nc2)cc1
 : 0, 1.0, 3, -0.4, 0.4, -2.4, -1, -2, 0.4, 1.5, 0.9
CCn1cc(CN2CCCC(C(=O)c3ccc(-c4ccccc4)c(F)c3)C2)cn1 (configuration not stated)
 : -2, 0.2, 0, -0.9, -0.7, -0.1, -1, -3, -1.0, -1.8, 1.2
CCOC(=O)c1[nH]c2cc(OC)c(OC)cc2c1NC(=O)CCN1CCSCC1
 : -246, -0.6, i, -1.9, 0.3, -2.1, -6, -4, 1.0, 1.7, -0.2
COC(=O)c1ccc(COc2ccccc2/C=N/NS(=O)(=O)c2ccccc2)cc1
 : 1, -1.9, 6, 0.1, 0.8, -1.6, -7, 0, 0.5, -0.9, 3.8
CCCCn1c(N)c(N(Cc2ccccc2OC)C(=O)CSCC(=O)Nc2ccc(C)cc2)c(=O)[nH]c1=O
 : -2, -0.3, -14, -0.5, -0.6, 0.5, -3, 0, 1.0, 0.8, -0.9
Cc1onc(-c2c(Cl)cccc2Cl)c1C(=O)N1CCc2ccccc2C1
 : -5, 0.1, 1, -1.6, 0.0, 0.0, -2, -1, -1.2, 0.4, -2.3
O=C(c1ccccc1)c1c[nH]c2cc3c(cc2c1=O)OCCO3
 : -2, -0.7, -2, -1.2, 0.0, -2.8, -2, 1, 3.0, -0.4, 9.3
COc1cccc(-c2cnc3c(NC(C)=O)cc(-c4cccc(C(=O)NCCO)c4)cn23)c1
 : -1, -2.4, -30, -1.3, -2.0, -2.8, 10, -3, 0.4, ., 1.7
O=C(COC(=O)COc1ccccc1)NCCC1=CCCCC1
 : 3, 1.5, -8, -0.9, 1.5, -0.6, -1, -2, 0.0, 0.1, -1.3
Cc1csc(=Nc2cccnc2)n1Cc1ccco1
 : -1, 2.1, -7, -0.8, 0.1, -1.9, 1, -3, -0.9, 0.7, -0.4
COc1c(/C=N/Nc2ccc([N+](=O)[O-])cc2[N+](=O)[O-])c(C)nn1-c1ccccc1
 : -3, 1.3, -7, -0.8, -0.2, 0.1, -1, -2, -0.6, -0.5, -0.3
CCN1CCN(C(=O)c2ccc(OC)c(S(=O)(=O)Nc3ccc(C)cc3)c2)CC1
 : -1, -2.0, 5, -1.4, 1.7, -0.4, -2, -1, -1.1, -1.3, -2.8
O=C(c1ccco1)N1CCN(C(c2cccs2)c2nnnn2C2CCCCC2)CC1 (configuration not stated)
 : -2, 0.2, -6, -1.5, 0.3, -1.2, -5, -3, 0.3, -0.7, 2.3
COC(=O)c1ccc(COc2ccc(/C=C(\C#N)c3nc4ccccc4[nH]3)cc2OC)o1
 : -21, -5.0, -51, -0.9, -1.1, -2.1, 25, 2, 1.9, -2.1, 6.5
CCCCCCCCN1C(=O)[C@@H](CC(=O)NCc2ccc(OC)c(OC)c2)C[C@@]2(C(=O)OC)C1=C[C@H](C(C)(C)C)O[C@@H]2C
 : -4, ., -4, -1.3, 0.1, -0.7, 3, -8, -0.6, ., 0.2
O=C1[C@H]2[C@@H](c3ccc(C(F)(F)F)cc3)N[C@]3(CCCN(Cc4ccc(C(F)(F)F)cc4)C3=O)[C@H]2C(=O)N1Cc1ccccc1
 : 13*, -3.2, 31*, -1.4, -1.1, -1.7, -3, -1, -0.2, -0.4, 2.1
COc1ccc2[nH]c(=O)c(CN(C(=O)c3ccco3)C(C)C)cc2c1
 : -55, 3.5, -165, -1.7, -0.3, 0.9, -5, -1, -0.7, 0.7, -0.2
O=c1nc(N2CCCCC2)nc2n1CCO2
 : -8, 2.9, -1, -0.7, -0.4, -0.4, -2, -1, -0.5, -0.9, 0.0
O=S(=O)(c1ccc(Br)cc1F)N1CC[C@H](O)C1
 : -8, -0.3, -14, -1.1, 0.6, -1.3, 2, 3, -0.7, 1.4, -1.4
CCCc1cc(=O)n2[nH]cc(-c3ccc(Cl)cc3)c2n1
 : -50, -2.8, -99, -1.7, -1.9, -2.4, 4, -3, -0.7, -1.8, -4.5
CCCNC(=O)c1onc(CSc2ccccn2)c1C(=O)NCCC
 : 1, -0.6, 7, -1.0, 0.1, -0.8, 0, 0, -0.5, 0.8, -1.2
Cc1ccc(CNC(=O)CC2C(=O)Nc3c2c(=O)n(C)c(=O)n3Cc2ccccc2)cc1 (configuration not stated)
 : -1, -1.0, -9, -1.2, 0.9, 1.0, 0, -5, -0.5, 1.6, 0.4
COc1ccccc1C1NC(=O)NC(C)=C1C(=O)Nc1cccc(C)c1C (configuration not stated)
 : 1, -1.2, -8, -1.8, 0.7, -0.7, -1, -2, -2.3, -0.8, 1.9
COC(=O)c1sc2nc(SCc3ccccc3C#N)n(N)c(=O)c2c1C
 : -2, 2.0, -12, -1.8, 0.3, -2.2, 0, 1, -0.2, 0.3, 0.5
CCOC(=O)N1CCN(C(c2cc3ccccc3o2)c2nnnn2C(C)(C)C)CC1 (configuration not stated)
 : 1, ., 1, -1.6, -2.2, 3.2, 5, 2, -2.0, ., 0.4
COc1cccc(NC(=O)C2CC(=O)N(Cc3ccc(C)cc3)C2)c1 (configuration not stated)
 : 0, 2.4, -3, -0.6, -1.2, -1.3, 1, -2, -1.7, 0.3, -3.1
O=C(CCSc1ccccc1Cl)NNC(=O)c1ccncc1
 : -2, 1.5, -11, -0.6, 2.5, 0.4, 6, -1, 0.7, 0.8, 2.3
Cc1ccc(N2C(=O)SC(Cc3ccccc3)C2=O)cc1 (configuration not stated)
 : -2, 1.7, 0, -0.7, -0.6, -1.2, 9, 2, -0.4, 3.3, 0.1
O=C(N/N=C/c1ccc(N2CCOCC2)cc1)C1COc2ccccc2O1 (configuration not stated)
 : -151, 0.0, i, -1.3, -1.1, -2.0, -1, -2, -0.7, -0.5, -2.6
CCOC(=O)N1CCN(C(=O)c2cc(-n3cnnc3)ccc2Cl)CC1
 : -3, 1.7, -2, -0.9, -0.5, -0.3, 2, 0, 1.4, -0.4, -0.8
O=C(O)c1cccnc1SCc1cn2cc(Br)ccc2n1
 : -3, 1.8, -3, -1.1, 0.8, 5.4, 7, -2, -1.1, 1.4, 1.6
CCn1c(Cc2ccccc2)nnc1SCc1cccc(C(=O)O)c1
 : -4, -2.5, -2, -1.7, -0.3, -1.9, 1, -1, -1.6, 0.6, -1.4
CN1CCN(CC(=O)Nc2ccccc2Oc2ccccc2)CC1
 : -1, -0.9, 2, -1.3, 0.0, 2.1, 1, 1, -0.5, -2.2, -0.1
CNC(=O)c1cc(Nc2nnc(-c3ccc(O)cc3)c3ccccc23)ccc1OC
 : -2, -0.1, -14, -1.1, 0.3, -0.6, 0, 0, -1.1, -1.0, -3.1
COc1ccccc1C(=O)n1ccc2ccc(-c3ccc4ccn(Cc5ccc(C#N)cc5)c4c3)cc21
 : -19, ., -111, -0.6, -1.6, ., -2, 0, 1.0, ., -0.6
Cn1c(C(=O)Nc2ccc3c(c2)OCO3)cc2c(=O)n(C)c3ccccc3c21
 : -2, 1.8, -15, -0.8, -1.0, -1.0, -2, -1, -2.9, 0.3, -0.6
Cc1ccc(NC(=O)C(Cc2ccccc2)NC(=O)c2ccco2)cc1 (configuration not stated)
 : 1, -0.7, -3, -0.8, -0.6, 0.0, 1, -2, -2.7, -1.1, -1.0
COc1cccc(NS(=O)(=O)c2ccc(NC(C)=O)cc2)c1
 : 2, 2.6, 0, -1.7, 0.0, 1.2, 2, -6, -1.4, -0.8, -1.0
O=C(OCc1cn(Cc2ccccc2)nn1)N1CCCC1
 : 2, ., 5, -0.5, -1.3, ., 2, -2, -1.2, ., -4.9
CCOC(=O)C1CCCN(S(=O)(=O)c2cnc(Cl)c(Br)c2)C1 (configuration not stated)
 : -5, 1.9, -3, -1.4, -2.2, 0.7, 0, -1, 0.3, -0.4, 0.1
O=C(NC1CC1)c1ccc(F)cc1Cl
 : -1, 0.8, 5, 1.0*, 0.3, 0.2, 0, 0, -1.4, 0.7, 0.1
O=c1c2[nH]cnc2n(-c2ccccc2)c(=O)n1Cc1ccccc1
 : -9, 2.9, 9, -0.5, 0.4, -0.5, 7, 0, -1.3, -0.5, 0.8

Screens from PubChem.
